influenza NS1A = NS1A inhibition, H1N1 influenza, cell based functional assay (AID 504329); NS1A functional cell-based assay, percent inhibition; higher % means a stronger effect; one-dose inhibition, % at 12.5 µM; IC50 in µM for titrated hits; 0.3% of 340,000 active; in the data active means a potency from the dose series; inconclusive means inhibition above about 27% without an active follow-up result; further: strong numbers were not always called active
inhibitors of VEEV = inhibitors of VEEV TC-83 cytopathic effect, confirmation, Vero cells (AID 588727); inhibition, % at 20 µM; hits with a dose series show IC50 in µM; Vero cells, VEEV TC-83 cytopathic effect inhibition; higher % means a stronger effect; 0.13% of 350,000 active; in the data active means a potency from the dose series; inconclusive means inhibition mostly from about 14% at the one dose, without a potency; inactive means the rest, 99 in 100 with inhibition below about 12%; further: strong numbers were not always called active
PhoP GFP inhibition = PhoP regulon inhibitors, Salmonella typhi PhoP promoter GFP reporter, confirmatory (AID 1850); Salmonella Typhi PhoP-promoter GFP reporter, fluorescence, 4 h; higher % means a stronger effect; inhibition, % at 50 µM; hits with a dose series show IC50 in µM; 0.33% of 310,000 active; in the data active means a potency from the dose series; inconclusive means inhibition mostly from about 25% at the one dose, without a potency; inactive means the rest, 99 in 100 with inhibition below about 19%;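 further: 0% = induced wells with vehicle and 100% = uninduced wells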
tuberculosis growth = growth inhibition of non-replicating M. tuberculosis (AID 488890); Mycobacterium tuberculosis non-replicating, growth inhibition; higher % means a stronger effect; inhibition, % at 25 µM; hits with a dose series show IC50 in µM; 0.39% of 320,000 active; in the data active means a potency from the dose series; inconclusive means inhibition mostly from about 82% at the one dose, without a potency; inactive means the rest, 99 in 100 with inhibition below about 76%;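 further: plate controls were DMSO cells for no effect and high antibiotic wells for full effect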
H37Rv inhibition = M. tuberculosis growth inhibition, HTS (AID 449762). M. tuberculosis H37Rv growth inhibition, 7H9 media; higher % means a stronger effect. inhibition, % at 25 µM, or IC50 in µM where a hit was titrated. 0.59% of 330,000 active; in the data active means a potency from the dose series; inconclusive means inhibition above about 70% without an active follow-up result;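 further: bacterial growth assessed after seven days of incubation; strong numbers were not always called active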
inhibitors of VEEV 10K pilot screen = recorded beside inhibitors of VEEV, whose call it bears; inhibition, %; measured here: 10K pilot screen inhibition
Active calls of the source: *; i = inactive; ? = inconclusive; / = not tested or not shown.

SMILES	influenza NS1A	inhibitors of VEEV	PhoP GFP inhibition	tuberculosis growth	H37Rv inhibition	others
O=C(Nc1ccc(CN2CCOCC2)cc1)c1ccccc1F	1%	3.5%	-1%	-14%	-6%
COc1ccccc1NC(=O)CSc1nnnn1-c1ccc(C)cc1	-9%	6.1%	3%	63%	-6%
O=C(CSc1ncnc2scc(-c3ccccc3)c12)Nc1ccc(C(=O)O)cc1	-11%	3.1%	-1%	1%	0%
O=C1C2C3C=CC(C3)C2C(=O)N1c1n[nH]c(-c2cccnc2)n1 (stereo not drawn)	1%	1.1%	-8%	2%	0%
CC(=O)NS(=O)(=O)c1cccnc1Nc1ccc(Cl)cc1	-40%	i	-1%	5%	-4%
COc1cc(/C=N/n2nnnc2N)cc(OC)c1OC	3%	3.0%	2%	-6%	-1%
CCN(CC(=O)NC1CCS(=O)(=O)C1)C(=O)/C=C/c1cccs1 (stereo not drawn)	-3%	2.5%	0%	-7%	-1%
CCc1ccc(-c2cc3c(=O)n(CC(=O)N4CCCCCC4)nc(C)n3n2)cc1	-11%	5.6%	2%	-14%	6%
C=CC[n+]1c(C)csc1Nc1ccc(C(=O)O)cc1	-11%	0.8%	-5%	-19%	2%
Cc1ccc(CNC(=O)c2cc(-c3ccccc3)nn2CC2CC(c3cccnc3)=NO2)cc1 (stereo not drawn)	-2%	2.3%	0%	17%	-5%
CCOc1ccccc1N(CC(=O)NCc1ccccc1)C(=O)CCC(=O)Nc1cc(C)ccn1	-5%	0.3%	1%	26%	14%
COc1ccc(-c2ccc(CO)o2)cc1N	0%	1.4%	2%	6%	-6%
CCn1c(=NC(=O)C2COc3ccccc3O2)sc2c(C)ccc(OC)c21 (stereo not drawn)	11%	1.9%	-6%	7%	-1%
CC(=O)NC(CCS(C)(=O)=O)C(=O)Nc1ccc2c(c1)OCO2 (stereo not drawn)	-13%	1.0%	-5%	-16%	-6%
CN1C(=O)Cc2cc(S(=O)(=O)NCCc3ccccc3)ccc21	9%	i	7%	6%	-8%
CS(=O)(=O)N(CC(=O)Nc1cc(Cl)ccc1Cl)c1ccccc1	5%	i	-2%	6%	3%
COc1cccc(-n2nnnc2SCC(=O)Nc2ccc(NC(C)=O)cc2)c1	-2%	1.1%	-8%	0%	-3%
O=[N+]([O-])c1ccccc1N/N=C\c1ccccc1F	8%	2.9%	0%	5%	9%
CC(C)CN1CCC(=O)N([C@H](CSc2ccccc2)Cc2ccccc2)CC1	8%	4.1%	13%	39%	-1%
COC(=O)NNC(=O)C(c1ccccc1)c1ccccc1	-5%	0.7%	-9%	-3%	0%
Cc1c(Cl)cccc1NC(=O)NN1CCN(C)CC1	0%	i	-7%	-19%	-2%
COc1cc2c(cc1OC)C(C(=O)NC(C)C)C1CCCCN1C2=O (stereo not drawn)	-4%	2.4%	4%	4%	4%
COc1ccc(C2c3ccc4ccccc4c3Oc3ncn(CCCO)c(=N)c32)cc1 (stereo not drawn)	15%	i	7%	67%	?
O=C(Nc1cccc([N+](=O)[O-])c1)N1CCCCCC1	-7%	1.5%	2%	4%	0%
COc1ccc(/C=N/NC(=O)c2ccncc2)cc1Cn1nc([N+](=O)[O-])c(Br)c1C	-1%	1.7%	10%	59%	?

Brought forward from above: 2 entries, followed by the next part.
SMILES	influenza NS1A	inhibitors of VEEV	PhoP GFP inhibition	tuberculosis growth	H37Rv inhibition	others
O=C(Nc1cccc([N+](=O)[O-])c1)N1CCCCCC1	-7%	1.5%	2%	4%	0%
COc1ccc(/C=N/NC(=O)c2ccncc2)cc1Cn1nc([N+](=O)[O-])c(Br)c1C	-1%	1.7%	10%	59%	?
Cc1ccc(C(=O)Nc2ccccc2C(=O)N2CCCCCC2)cc1	10%	2.9%	-2%	8%	1%
NC(=O)CSc1nc2ccccc2c(=O)n1Cc1ccccc1	-7%	0.6%	-8%	0%	-7%
CC(C)C(NS(=O)(=O)c1ccccc1)C(=O)OCc1cc([N+](=O)[O-])cc2c1OCOC2 (stereo not drawn)	-3%	5.2%	-8%	27%	-1%
Cn1cc([N+](=O)[O-])c(C(=O)n2cccn2)n1	-3%	1.7%	-4%	-5%	-4%
Cc1cc(C(=O)CSc2ncnc3ccccc23)c(C)n1C1CC1	-6%	5.7%	/	?	-8%
COC(=O)c1cccc(N(CC(=O)NC2CCCCC2)C(=O)CNC(=O)c2cccs2)c1	7%	0.7%	8%	2%	3%
O=C(Cn1cc(COc2ccc(C(=O)c3ccccc3)cc2)nn1)c1ccc(O)cc1	-7%	1.1%	/	/	/
COc1cc(CN2CCN(Cc3ccco3)CC2)cc(OC)c1	-2%	0.1%	7%	-19%	-4%
COCCn1c(SCC(=O)N2CCC(C)CC2)nc2ccccc2c1=O	25%	2.6%	0%	17%	-4%
NC(=O)CC(NC(=O)c1ccccc1)c1ccc(N2CCCCCCC2)c([N+](=O)[O-])c1 (stereo not drawn)	6%	0.3%	-24%	30%	-8%
COc1ccc(/C(O)=C2\C(=O)C(=O)N(c3cc(C)on3)C2c2ccccc2OC)cc1 (stereo not drawn)	1%	0.2%	-6%	-1%	2%
CC1(C)CC2CC(C)(CN2C(=O)COC(=O)c2ccccc2C(F)(F)F)C1 (stereo not drawn)	-21%	i	/	59%	-2%
O=C(CN1CCN(Cc2ccccc2Cl)C1=O)NCc1ccccn1	-12%	i	3%	2%	0%
Cc1cc(C)nc(SCc2nnc(SCC(=O)Nc3nc(-c4ccccc4)cs3)n2-c2ccccc2)n1	2%	6.9%	5%	0%	0%
CCCCCN1N=C(C)CC1=O	-14%	1.6%	-19%	20%	9%
O=[N+]([O-])c1cccnc1Oc1ccc(F)cc1F	-5%	2.2%	8%	-10%	-12%
N/C(=N/[N+](=O)[O-])N1CCN(C(=O)c2ccc(Cl)cc2)CC1	-1%	2.0%	9%	-16%	-3%
CCOC(=O)c1ccc(N=C2SC(C(=O)NC)CC(=O)N2Cc2ccc(F)cc2)cc1 (stereo not drawn)	0%	0.1%	-4%	-9%	-1%
CC1CCCCN1S(=O)(=O)c1ccc(NC(=O)c2ccco2)cc1 (stereo not drawn)	-6%	i	-3%	1%	5%
CCOC(=O)N/N=C/c1cccc(Cl)c1Cl	-11%	i	-6%	?	-26%
CC(=O)Nc1ccc(Nc2nc(-c3cc4ccccc4oc3=O)cs2)cc1	1%	0.6%	1%	18%	-6%
O=C(Nc1ccc(OCC(=O)N2CCOCC2)cc1)c1ccccc1Cl	-4%	1.6%	-3%	-9%	4%
O=C(Cn1cnc2c(cnn2-c2ccc(F)cc2)c1=O)N1CCN(c2ccccc2F)CC1	20%	3.3%	6%	-1%	-3%	inhibitors of VEEV 10K pilot screen=1.8
CC(C(=O)OCC(=O)Nc1cccc(S(=O)(=O)N2CCOCC2)c1)N1C(=O)c2ccccc2C1=O (stereo not drawn)	0%	4.5%	-23%	15%	-2%
Cc1ccc(N(CC(N)=O)C2SC(=O)N(Cc3ccccc3)C2=O)cc1 (stereo not drawn)	-20%	0.7%	0%	8%	-10%

Of the compounds above, 7 have a Cl atom:
SMILES	influenza NS1A	inhibitors of VEEV	PhoP GFP inhibition	tuberculosis growth	H37Rv inhibition	others
CC(=O)NS(=O)(=O)c1cccnc1Nc1ccc(Cl)cc1	-40%	i	-1%	5%	-4%
CS(=O)(=O)N(CC(=O)Nc1cc(Cl)ccc1Cl)c1ccccc1	5%	i	-2%	6%	3%
Cc1c(Cl)cccc1NC(=O)NN1CCN(C)CC1	0%	i	-7%	-19%	-2%
O=C(CN1CCN(Cc2ccccc2Cl)C1=O)NCc1ccccn1	-12%	i	3%	2%	0%
N/C(=N/[N+](=O)[O-])N1CCN(C(=O)c2ccc(Cl)cc2)CC1	-1%	2.0%	9%	-16%	-3%
CCOC(=O)N/N=C/c1cccc(Cl)c1Cl	-11%	i	-6%	?	-26%
O=C(Nc1ccc(OCC(=O)N2CCOCC2)cc1)c1ccccc1Cl	-4%	1.6%	-3%	-9%	4%

Other entries follow.
SMILES	influenza NS1A	inhibitors of VEEV	PhoP GFP inhibition	tuberculosis growth	H37Rv inhibition	others
COC(=O)NCC12CC3CC(C1)CC(CNC(=O)OC)(C3)C2	3%	0.8%	-18%	0%	/	inhibitors of VEEV 10K pilot screen=0.9
C/C(=N\NC(=O)c1c(Cl)c(C)nn1C)c1ccc(NC(=O)c2ccncc2)cc1	21%	1.2%	1%	-1%	-4%
CC(C)CNc1c2c(nc3ccccc13)CCC2	-6%	0.4%	-4%	15%	4%
CCCN(CCC)CCNC(=O)CCC(=O)Nc1ccc2nc(N3CCOCC3)cc(C)c2c1	-9%	i	16%	8%	-5%
Cc1ccccc1NS(=O)(=O)c1csc(C(N)=O)c1	-8%	i	-3%	-6%	0%
CCOc1ccccc1C=Nc1ccccc1C(=O)Nc1ccccc1	0%	1.1%	-1%	4%	-4%
COc1ccc(Cl)cc1C(=O)NN=C1CCCC1	-3%	1.5%	5%	-14%	-10%
O=C(Nc1cc(Cl)ccc1-n1cncn1)c1cc(F)c(F)c(F)c1F	-14%	6.8%	10%	/	-2%
CC1CN(C(=O)c2cn3ccccc3n2)CC(C)O1 (stereo not drawn)	10%	6.7%	-11%	-14%	-10%
Nc1c(C(=O)NCC2CCCO2)c2nc3ccccc3nc2n1Cc1ccco1 (stereo not drawn)	-21%	6.4%	-2%	42%	12%
CN(C)S(=O)(=O)c1cccc(C(=O)NCc2cccs2)c1	-3%	0.1%	-2%	-8%	0%
Cc1ccccc1NS(=O)(=O)c1cc(C(=O)Nc2cccc(N(C)S(C)(=O)=O)c2)ccc1C	1%	6.0%	-11%	25%	0%
COC(=O)CN1C(=O)N/C(=C/c2ccc(OC)cc2)C1=O	10%	2.2%	13%	1%	-6%
O=C(CN1CCOCC1)NCC12CC3CC(CC(C3)C1)C2	-4%	0.8%	7%	-10%	0%
COC(=O)c1cc(-c2ccc(OC)cc2F)nc2nc(SC)[nH]c(=O)c12	3%	3.3%	-1%	-8%	10%
C=CCn1c(=N)n(CC(O)COc2ccccc2OC)c2ccccc21 (stereo not drawn)	33%	1.6%	-4%	-11%	-4%
CCn1nc(C(=O)OC2CCOC2=O)c2ccccc2c1=O (stereo not drawn)	8%	i	8%	-4%	-2%
CC(C)NC(=O)c1onc(CSc2nc3ccccc3[nH]2)c1C(=O)NC(C)C	-2%	0.7%	-8%	-7%	19%
CC(=O)Nc1ccc(NC(=O)COC(=O)CCNS(=O)(=O)c2c(Cl)cccc2Cl)cc1	-3%	i	/	/	/
Cc1ccc(C(=O)N[C@H](C(=O)NC2CCCCC2)C(C)C)cc1	-7%	i	/	/	5%
CN1CCN(C(=O)C(=O)c2cn(CC(=O)N3CCCC3)c3ccccc23)CC1	-8%	3.2%	-7%	-8%	-10%
O=C(NCC1CCCO1)c1ccc(N2CCCCC2)c([N+](=O)[O-])c1 (stereo not drawn)	0%	i	11%	16%	7%
CCOC(=O)N1CCN(c2c(NCCOC)c(=O)c2=O)CC1	2%	1.7%	/	/	-3%
O=C(Nc1cccc(Br)c1)c1ccc2c(c1)SC1=NS(=O)(=O)CCN12	2%	2.4%	/	-8%	-2%
Cc1ccc(C(=O)C2C(c3ccc(-c4ccccc4[N+](=O)[O-])o3)NC(=O)NC2(O)C(F)(F)F)cc1 (stereo not drawn)	8%	1.4%	4%	20%	6%
CC(NS(=O)(=O)/C=C/c1ccccc1)C(=O)NCCc1ccc(S(N)(=O)=O)cc1 (stereo not drawn)	-5%	0.8%	4%	14%	-2%
COc1ccc(CNC(=O)COC(=O)CCC2CCCCC2)cc1	-6%	0.7%	12%	51%	-1%

Screening results as filed in PubChem BioAssay.
